# Screens from PubChem BioAssay.
# NR2E3 ag-1 – NR2E3 (human) agonism | Q9Y5X4 | GST-NR2E3/biotin-RetCOR TR-FRET, 1536-well | inhibition of corepressor binding, % at 4.78 µM | actives 0.12% (n = 320,000) | AID 2300;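 active = percent inhibition above the cutoff of mean plus 3 SD of all tested compounds, set per screening campaign, cut at about 20% in these data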;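 also: 0% = DMSO wells and 100% = biotin wells as full block of FRET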
# Target sequence (Q9Y5X4 whole entry, looked up): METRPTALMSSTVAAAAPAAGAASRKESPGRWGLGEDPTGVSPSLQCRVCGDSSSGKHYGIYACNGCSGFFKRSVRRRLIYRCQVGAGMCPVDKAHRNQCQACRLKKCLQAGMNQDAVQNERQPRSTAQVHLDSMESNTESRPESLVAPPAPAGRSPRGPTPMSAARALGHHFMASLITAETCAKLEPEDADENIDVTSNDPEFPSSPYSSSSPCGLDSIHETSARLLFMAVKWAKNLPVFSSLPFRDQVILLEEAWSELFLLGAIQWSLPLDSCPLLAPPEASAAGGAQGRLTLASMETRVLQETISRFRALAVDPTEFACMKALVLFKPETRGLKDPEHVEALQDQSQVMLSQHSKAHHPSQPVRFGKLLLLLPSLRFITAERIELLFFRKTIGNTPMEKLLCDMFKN
#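 Assay system: NR2E3–RetCOR corepressor complex. Quantity: 1.35 nM GST-NR2E3. Buffer or medium: pH 7.5 Tris-based buffer. Reagent: biotinylated RetCOR corepressor at 7 nM final. Schedule: 5 h at 4 °C. Detection: TR-FRET, emission read at 617 and 671 nm. Replicates: one well per compound, singlicate testing.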
# HIF-2a block – inhibitors of HIF-2a; 786-0 RCC cells HIF-2a reporter, luciferase luminescence, overnight; inhibition, % at 18.8 µM; actives 0.72% (n = 360,000); AID 624352;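 active = inhibition of the luminescence signal of 40% or more relative to plate controls, in a single-dose primary screen at 18.75 µM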
# PDI inh – inhibitors of human protein disulfide isomerase | P07237 | PDI insulin aggregation turbidity, A650, 90 min | inhibition, % at 10 µM | actives 0.052% (n = 350,000);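 active = mean inhibition across replicates of 30% or more, whatever share of single replicates reach that level; inconclusive = mean inhibition below 30% while every single replicate reaches 30%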;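 also: absorbance from insulin aggregation driven by PDI reduction with DTT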
# Target sequence (P07237 whole entry, looked up): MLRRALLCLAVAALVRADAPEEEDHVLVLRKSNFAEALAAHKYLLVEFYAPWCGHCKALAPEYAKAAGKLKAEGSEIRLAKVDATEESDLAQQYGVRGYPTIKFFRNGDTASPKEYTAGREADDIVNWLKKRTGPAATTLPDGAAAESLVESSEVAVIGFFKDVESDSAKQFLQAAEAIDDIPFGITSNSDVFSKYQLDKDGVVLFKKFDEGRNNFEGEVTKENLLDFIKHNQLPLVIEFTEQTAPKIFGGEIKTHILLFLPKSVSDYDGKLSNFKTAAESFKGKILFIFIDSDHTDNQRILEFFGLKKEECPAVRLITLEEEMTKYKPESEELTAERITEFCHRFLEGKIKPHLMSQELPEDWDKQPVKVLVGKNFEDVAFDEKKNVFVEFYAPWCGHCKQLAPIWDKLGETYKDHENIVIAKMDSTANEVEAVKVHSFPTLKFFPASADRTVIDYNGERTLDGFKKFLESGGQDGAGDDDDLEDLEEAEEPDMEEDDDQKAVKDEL
# CaV13 FRET inh – Primary screen for inhibitors of IQ motif and Ca2+-dependent inactivation inhibitor domain binding in CACNA1D, Förster resonance energy transfer in living cells, …; HEK cells, CFP/YFP FRET ICDI-IQ, plate reader, 10 min; percent FRET-ratio fall versus neutral wells; inhibition, % at 12.3 µM; actives 0.098% (n = 340,000);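 active = mean replicate inhibition of at least 30% and at least 1% of replicates passing that level; inconclusive = only one of the two criteria is met; inactive = neither criterion is met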;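 also: 0% = median of the neutral control wells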
# Vif inh – HIV Vif inhibition; AID 602346; inhibition, % at 7.49 µM; actives 0.35% (n = 340,000); HEK293T cells, Vif self-association by quenched fluorescence, imaging, 24 h; in the data active = inhibition above about 50%, passing the limit was not always enough; inconclusive = no clear call, values can overlap the other calls; inactive = below about 31%; also: some results filed as inactive read as strong as hits
# hiPSC survival – enhancers of human iPSC single-cell survival. actives 0.044% (n = 360,000). hiPSC single-cell survival, ATPlite luminescence; 100% = ROCK inhibitor wells, 0% = DMSO. survival enhancement, % at 20 µM; in the data active = survival enhancement above about 18%;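 also: cells exposed to compounds for 16 hours before the ATP read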
# aDG glyco up – increases alpha dystroglycan glycosylation; Pro5-aDG cells, alpha-DG glycosylation AlphaScreen (IIH6); 0% Pro5, 100% B10-LARGE cell signal; activation, % at 10 µM; actives 0.22% (n = 360,000); AID 624168;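 active = activation of at least 8% versus controls, or a plate z-score of at least 8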;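 also: Pro5 are CHO cells carrying HIG-tagged alpha-DG that lacks glycosylation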
# Peg3 prom inh – reduces Peg3 promoter-driven luciferase expression in HeLa | HeLa PEG-Prom luciferase reporter, luminescence, overnight | inhibition, % at 20 µM | actives 1.7% (n = 360,000);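 active = inhibition of at least 50% at 20 µM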
# Granule exo inh – blocks lytic granule exocytosis; TALL-104 LAMP-1 surface exposure, flow cytometry; cells stimulated with thapsigargin and PMA; inhibition, % at 10 µM; actives 0.66% (n = 360,000); AID 651702;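 active = inhibition above about 55%, limit read from the data; inconclusive = no clear call, values can overlap the other calls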
# NR2E3 ag-2 – activates human NR2E3 receptor; Q9Y5X4; CHO-S Gal4-NCOR/VP16-NR2E3 two-hybrid, luciferase; inhibition of corepressor binding, % at 3.98 µM; actives 0.35% (n = 360,000); AID 602229;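 active = inhibition above the mean of all tested compounds plus 3 SD, cut at about 70% in these data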;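 also: 0% = DMSO with NR2E3 transfected cells and 100% = cells lacking NR2E3 construct; higher means lower luciferase signal from less NR2E3 corepressor binding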
# TRPM1 prom inh – inhibitors of MITF-driven TRPM1 promoter in melanoma cells; SK-MEL-5 TRPM1 promoter luciferase, 24 h; inhibition, % at 12.5 µM; actives 0.83% (n = 330,000); AID 488899;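 active = mean inhibition across replicates of 60% or more, whatever share of single replicates reaches that level; inconclusive = some that reach 60%, reason not given; inactive = mean inhibition across replicates below 60%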; also: values of inactives mirror those of a sister screen read the other way
# The depositor's hits bear a star; u = inconclusive; x = no result given.
entry	SMILES	NR2E3 ag-1	HIF-2a block	PDI inh	CaV13 FRET inh	Vif inh	hiPSC survival	aDG glyco up	Peg3 prom inh	Granule exo inh	NR2E3 ag-2	TRPM1 prom inh
1	CC(=O)c1c(C)[nH]c(C(=O)Nc2cccnc2)c1C	2	2	2	-6	-5	1.6	-0.2	-5	4	-3	4
2	COCCn1c(SCC(=O)NCc2ccc3c(c2)OCO3)nnc1-c1c[nH]c2ccccc12	0	3	x	8	-5	-0.5	-0.1	11	5	-18	x
3	COCCn1nnnc1C(c1ccc(OC)cc1)N1CCN(c2ccccc2F)CC1 (stereo unspecified)	1	1	-6	-7	12	2.4	0.3	9	-4	-29	-1
4	CCc1nc2ccc(C(=O)N(C)CCCN(C)C)cn2c1N(C)CCCc1ccccc1	x	-1	10	-4	-12	-2.8	0.0	11	16	2	x
5	Cc1cccc(NC(=S)N(C)C)c1C	-3	11	-2	-5	-8	-0.5	0.1	-3	-3	-16	7
6	Cc1c(OC(C)C(=O)NC2CC(C)(C)NC(C)(C)C2)ccc2c3c(c(=O)oc12)CCC3 (stereo unspecified)	-1	9	7	-3	u	0.7	-0.1	5	-2	0	-1
7	CCCC(=O)Nc1c2c(nn1-c1cccc(C)c1C)CS(=O)(=O)C2	9	24	-13	-17	-7	-0.7	-0.1	17	6	-6	2
8	O=[N+]([O-])c1ccc(S(=O)(=O)N/N=C/c2ccco2)cc1	1	8	11	16	4	-0.9	-0.3	16	8	-25	-11
9	CN(C)C(=O)CC12CC3CC(C1)CC(CC(=O)N(C)C)(C3)C2	-4	18	2	-6	6	0.2	-0.1	15	0	-34	9
10	CCCCn1c(N)c(N(CC(C)C)C(=O)c2ccc(S(=O)(=O)N(CC)c3ccccc3)cc2)c(=O)[nH]c1=O	-2	5	-2	-6	17	-0.4	0.0	-18	7	-17	-2
11	COc1ccc(C(=O)N2CCN(c3ccc(NC(=O)c4ccco4)cc3)CC2)cc1	-2	17	-9	-6	-4	0.0	0.2	-4	-8	11	7
12	Cc1ccccc1C(=O)N1CCN(c2ccc(NC(=O)c3ccco3)cc2)CC1	4	-3	-3	-4	-7	-0.2	-0.1	-1	5	-16	1
13	CCc1c(C)c2ccc(OCC(=O)N(C)C)c(C)c2oc1=O	-1	-39	1	-4	5	-0.3	0.4	-36	-1	1	1
14	CCC[C@H]1CN(c2ccc(Br)cc2)C(=O)[C@@H]1CC(=O)Nc1ccc(OC)cc1	x	-9	-6	-7	13	1.3	0.2	5	0	-2	x
15	CC(=O)c1ccc(N(CC(=O)NC2CCCC2)C(=O)c2ccc(C)s2)cc1	5	4	-8	-7	5	-0.1	0.0	1	-3	-3	-1

# Random excerpt: 2 entries already listed
entry	SMILES	NR2E3 ag-1	HIF-2a block	PDI inh	CaV13 FRET inh	Vif inh	hiPSC survival	aDG glyco up	Peg3 prom inh	Granule exo inh	NR2E3 ag-2	TRPM1 prom inh
11	COc1ccc(C(=O)N2CCN(c3ccc(NC(=O)c4ccco4)cc3)CC2)cc1	-2	17	-9	-6	-4	0.0	0.2	-4	-8	11	7
2	COCCn1c(SCC(=O)NCc2ccc3c(c2)OCO3)nnc1-c1c[nH]c2ccccc12	0	3	x	8	-5	-0.5	-0.1	11	5	-18	x

# Entries shown so far with an aryl methoxy group, in the order listed:
entry	SMILES	NR2E3 ag-1	HIF-2a block	PDI inh	CaV13 FRET inh	Vif inh	hiPSC survival	aDG glyco up	Peg3 prom inh	Granule exo inh	NR2E3 ag-2	TRPM1 prom inh
3	COCCn1nnnc1C(c1ccc(OC)cc1)N1CCN(c2ccccc2F)CC1 (stereo unspecified)	1	1	-6	-7	12	2.4	0.3	9	-4	-29	-1
11	COc1ccc(C(=O)N2CCN(c3ccc(NC(=O)c4ccco4)cc3)CC2)cc1	-2	17	-9	-6	-4	0.0	0.2	-4	-8	11	7
14	CCC[C@H]1CN(c2ccc(Br)cc2)C(=O)[C@@H]1CC(=O)Nc1ccc(OC)cc1	x	-9	-6	-7	13	1.3	0.2	5	0	-2	x

# (cont.)
entry	SMILES	NR2E3 ag-1	HIF-2a block	PDI inh	CaV13 FRET inh	Vif inh	hiPSC survival	aDG glyco up	Peg3 prom inh	Granule exo inh	NR2E3 ag-2	TRPM1 prom inh
16	COc1ccc([C@H]2CC(=O)C=C(c3cccc(F)c3OC)C2)cc1	0	-15	-4	-9	-12	-0.4	0.3	8	8	-5	-6
17	COc1ccc(N2C(=O)CCC(C(=O)O)C2c2ccccc2OC)cc1 (stereo unspecified)	1	28	-3	-2	5	-0.7	0.0	17	8	-1	3
18	COc1cc(OC)c(S(=O)(=O)N2CCN(C(=O)c3ccccc3F)CC2)cc1NC(C)=O	2	17	5	x	8	0.4	0.0	21	1	-19	8
19	CC1CN=C(NC2CCCCC2C)S1 (stereo unspecified)	-1	10	1	x	u	-1.5	-0.1	-15	2	-14	10
20	CC(C)CCCC(C)NC(=O)c1cc(S(=O)(=O)N2CCCCC2)ccc1N1CCOCC1 (stereo unspecified)	1	3	2	-5	-5	-0.6	-0.3	13	-3	16	1
21	COc1ccccc1-n1c(=S)[nH]c2c(sc(=S)n2-c2ccccc2C)c1=O	5	18	0	-4	0	-0.3	-0.1	13	-2	-41	-10
22	CCOC(=O)c1[nH]c2cc(OC)c(OC)cc2c1NC(=O)CN(C)C1CCCCC1	5	14	4	-8	-2	9.1	-0.5	19	-1	-9	14
23	CCCc1nnc(NC(=O)CCC(=O)N2CCCCC2)s1	-1	-3	6	-6	15	0.3	-0.2	6	-1	-16	0
24	CCC(C)[C@H](NC(=O)N1CC(=O)Nc2ccccc21)C(=O)Nc1nccs1 (stereo partly specified)	2	14	-5	-7	2	0.2	0.1	-1	1	26	-12
25	CCCCCc1ccc(-c2cn(CN3C(=O)c4ccccc4C3=O)nn2)cc1	1	3	-5	-5	65*	-2.0	0.1	-5	-5	15	-3
26	CC(C)CC(c1nnnn1CC1CCCO1)N1CCN(c2nc3ccccc3s2)CC1 (stereo unspecified)	x	23	-7	x	10	6.4	0.0	21	2	11	17
27	Cc1oc2c(C)c3oc(=O)c(CCC(=O)NCCCN4CCOCC4)c(C)c3cc2c1C	1	-20	x	x	1	5.0	0.0	-24	1	-11	-14
28	Cc1ccc(C(=O)Nc2ccc3c(c2)CCC3)cc1S(=O)(=O)N1CCOCC1	3	-257	14	-5	-4	-0.5	0.4	-210	8	-106	-24
29	NS(=O)(=O)c1cccc(C(=O)OCC(=O)NC2CCCc3ccccc32)c1 (stereo unspecified)	x	9	-6	-5	1	0.7	0.1	3	10	-5	-6
30	CCO/C=C1/C(=O)N(c2ccc(OC)cc2)C(=O)c2ccccc21	0	4	0	-13	-7	0.0	-0.2	0	0	-9	7

# Further records follow.
entry	SMILES	NR2E3 ag-1	HIF-2a block	PDI inh	CaV13 FRET inh	Vif inh	hiPSC survival	aDG glyco up	Peg3 prom inh	Granule exo inh	NR2E3 ag-2	TRPM1 prom inh
31	C/C(Cn1cnc([N+](=O)[O-])n1)=N\NC(=O)c1cccc(F)c1	2	0	3	x	-1	-1.6	0.3	6	1	-157	8
32	CCn1c(=O)n(CC)c2cc(N)ccc21	0	20	7	-66	3	0.4	-0.3	-6	-2	-19	12
33	COc1cc(-c2ccc(Nc3ccccc3C(=O)O)c(OC)c2)ccc1Nc1ccccc1C(=O)O	x	8	-2	-13	4	0.0	-0.2	16	20	-13	5
34	CCOc1cc(N2CCOCC2)c(OCC)cc1NC(=O)c1ccc(C)s1	0	-41	-4	-4	-6	1.4	-0.1	-89	14	-48	4
35	Cc1nn2c(=O)cc(CSCC(=O)Nc3ccccc3Cl)nc2s1	-1	10	2	-4	-8	0.3	0.1	3	-16	3	-2
36	Cc1nc(SCc2ccc(Cl)c(Cl)c2)ncc1C(=O)O	3	-31	-6	-6	1	-3.4	0.4	-2	2	59	1
37	Cc1cc(C(=O)N2CCCC(N3CCN(c4cccc(C(F)(F)F)c4)CC3)C2)no1 (stereo unspecified)	2	10	-3	-6	-5	1.7	0.1	3	2	4	4
38	Cn1nc(C(=O)Nc2cc(Cl)ccc2N2CCCC2)c2ccccc2c1=O	-2	-12	-5	-6	-4	2.6	-0.5	26	-4	20	3
39	O=C(NCCc1ccccn1)c1ccc(COc2ccccc2)o1	0	-45	-2	-4	-2	0.7	0.1	-58	-1	-17	-7
40	COc1ccc(CN2CCCC(C(=O)c3ccc4c(c3)OCO4)C2)c(F)c1 (stereo unspecified)	2	6	-12	-5	-4	-0.3	-0.3	8	2	-27	-6
41	COc1ccc(C=O)c(OC)c1	3	12	-2	-4	-5	-0.7	0.1	1	-2	6	4
42	Cc1nnc(SCC(=O)Nc2cccnc2Cl)s1	-2	-8	4	-6	11	1.0	-0.1	-7	-7	16	-9
43	COC(=O)C1C(c2ccccc2)C(C(=O)O)C1c1ccccc1 (stereo unspecified)	6	8	4	11	-7	-1.0	-0.1	6	-4	-16	-1
44	CN=C(c1ccc([N+](=O)[O-])cc1)N1CCCCC1	1	15	0	2	5	2.0	-0.1	1	1	13	3
45	CSc1ccc(CN2CCC(C)(Oc3ccc(CC#N)cc3)C2)cc1 (stereo unspecified)	x	-28	0	-7	0	-3.1	0.1	-19	-2	-22	x
46	CCCCC1CCC(C(=O)NCc2ccc3c(c2)OCO3)CC1 (stereo unspecified)	4	0	0	-5	4	3.3	0.5	20	-3	-24	-2
47	CC(C)Oc1ccc(C2CC(=O)N(c3cccc(/C=C/C(=O)O)c3)C2=O)cc1 (stereo unspecified)	-3	9	7	-19	-2	0.2	0.0	-8	-1	-23	-3
48	Cc1c(/C=N/NC(=O)C(NC(=O)c2ccc3c(c2)OCO3)C(C)C)c2ccccc2n1C (stereo unspecified)	-2	-3	-11	-3	-3	-0.5	0.3	40	-2	37	45

# Vif inh, entries above that show a hit
no.	SMILES	NR2E3 ag-1	HIF-2a block	PDI inh	CaV13 FRET inh	Vif inh	aDG glyco up	Peg3 prom inh	Granule exo inh	NR2E3 ag-2	TRPM1 prom inh
25	CCCCCc1ccc(-c2cn(CN3C(=O)c4ccccc4C3=O)nn2)cc1	1	3	-5	-5	65*	0.1	-5	-5	15	-3
